# Bioassay records (PubChem BioAssay)
# PriA SSB inh = K. pneumoniae PriA-SSBct interaction inhibition | 430,000 compounds, 0.6% hits | AID 1272365 | inhibition, % at 33 µM | AlphaScreen SSBct-PriA binding, biotinylated peptide; in the data active means inhibition mostly above about 37%, no sharp cut-off; inactive means mostly below about 20%;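 further: plate controls were negative control peptide for no effect and reference peptide for full effect; strong numbers were not always called active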
# The depositor's hits bear a star; & = joins results of further samples. A portion of the library (hit frequency here may not be typical).
SMILES,PriA SSB inh
COc1ccc(N2C(=O)CSC2=NC(=S)Nc2ccccc2)cc1,-13
Cc1nc(-c2ccccc2NC(=O)c2ccc(Cn3ccnc3)cc2)cs1,14
CC(/C=C1\SC(=S)N(CC(=O)Nc2ccc(C(=O)O)c(O)c2)C1=O)=C\c1ccccc1,5
O=C(Nc1nc(C(=O)N2CCN(c3ccccn3)CC2)co1)c1ccccc1,-1
O=C(Cc1c[nH]c2ccccc12)N1CCc2nc3ccc(Cl)cn3c(=O)c2C1,-11
Cc1[nH]n(-c2cccc(Cl)c2)c(=O)c1C=Nn1c(C)nc2ccccc2c1=O,11
CC(C)(C)CC(=O)NCC1COC2(CCCCC2)O1 (configuration not stated),-13
CCN(CC)CCCN1C(=O)C(=O)C(=C(O)c2c(C)nc3ccccn23)C1c1ccncc1 (configuration not stated),-14
Cc1nc(-c2cccs2)sc1CNC(=O)CCSc1ccccc1,1
CC(C)C(=O)N1CCc2ccc(NC(=O)c3ccccc3F)cc2C1,-8
O=C(NCC(c1ccco1)S(=O)(=O)c1ccc(Cl)cc1)OCc1ccccc1 (configuration not stated),-11
Cc1cc(C)nc(SCc2ccc(C(=O)NN=C3CCCC(=O)C3)cc2)n1,-7

# Brought forward from above: two entries, then new ones.
SMILES,PriA SSB inh
O=C(NCC(c1ccco1)S(=O)(=O)c1ccc(Cl)cc1)OCc1ccccc1 (configuration not stated),-11
Cc1cc(C)nc(SCc2ccc(C(=O)NN=C3CCCC(=O)C3)cc2)n1,-7
CCOC(=O)N1CCN(S(=O)(=O)c2ccc(C(=O)Nc3sc4c(c3C(N)=O)CCN(C(=O)OCC)C4)cc2)CC1,0
Cc1cc(C)cc(N2N=NC3C(=O)N(c4ccc(C)c(Cl)c4)C(=O)C32)c1 (configuration not stated),-6
O=[N+]([O-])c1ccc(-c2ccc(C=Nc3c(-c4ccco4)nc4ccccn34)o2)cc1,21
COc1ccccc1Cc1noc(C2CN(S(=O)(=O)c3ccc(Cl)s3)C2)n1,-25
COC(=O)Cn1c(=NC(=O)c2ccc(N3C(=O)CCC3=O)cc2)sc2cc(S(N)(=O)=O)ccc21,3
CN(C)CCCN1C(=O)C(=O)C(=C(O)c2ccc(F)cc2)C1c1ccco1 (configuration not stated),6
CC(=O)N1N=C(c2cc(C)oc2C)C[C@H]1c1cc(Cl)ccc1Cl,-16
c1ccc(-n2ncc3c(N4CCc5ccccc54)nnnc32)cc1,-7
O=c1[nH]c(=S)n(C2CC2)c(O)c1C=NN1CCOCC1,-8
COc1cccc2cc(C(=O)N(CCn3nc(C)cc3C)c3nc4ccccc4s3)oc12,-19
Cc1cc(Cl)cc2sc(N(Cc3cccnc3)C(=O)Cc3ccc(F)cc3)nc12,-9
Cc1noc(C)c1S(=O)(=O)N1CCC(CSCc2ccco2)CC1,-20
CC1(C)Cc2cccc(OCC(=O)N3CCCCC3c3cc(C(N)=O)n[nH]3)c2O1 (configuration not stated),-7
CN1CCN(C(CNS(=O)(=O)Cc2ccc(Cl)cc2)c2ccsc2)CC1 (configuration not stated),-15
O=C(NN=Cc1cc2c(cc1[N+](=O)[O-])OCO2)c1ccccn1,30
O=C1Cc2cc(NS(=O)(=O)c3cc(F)ccc3F)ccc2N1,-11
Cc1occc1-c1nc2s/c(=C\c3cn(-c4ccccc4)nc3-c3ccc(Cl)cc3)c(=O)n2n1,-5
CC(C)Oc1ccc(C(=O)NCCN2CCN(c3ccccc3F)CC2)cc1,-9&4
Nc1nonc1-c1nc2ccccc2n1CC(=O)NN=Cc1ccc(-c2ccccc2C(=O)O)o1,-3
Cc1cc(C=Nn2cnnc2)c(C)n1-c1ccc(OCc2ccc(Cl)cc2)cc1,14
CC(=O)N1CCc2c(sc(NC(=O)c3ccc(-c4ccccc4)cc3)c2C#N)C1,-9
COc1ccccc1N1CCN(S(=O)(=O)c2ccc(Cl)c(C)c2)CC1,-18
CC(=NNc1ccnc2cc(Cl)ccc12)c1ccc(N)cc1,71*
COc1cccc(C=NNC(=S)Nc2cccc(C(=O)O)c2)c1,8
C=CCc1c(C)nc2c(-c3ccccc3)cnn2c1NC[C@H]1CCCO1,-81
COc1ccc(S(=O)(=O)NCC2CCN(c3nc4ccccc4s3)CC2)c(C)c1,7
N#CCCn1cc(C=NO)c(-c2ccc(Cl)cc2)n1,-6
Cc1c(F)cccc1NC(=O)Nc1cnc(-n2ccnc2)nc1,-6
O=C(NCc1ccccc1)NNC(=O)c1cccn(Cc2cccc(Cl)c2)c1=O,-13
Cc1ccc(CC(=O)Nc2nnc(-c3ccccn3)o2)c(C)c1,-10
COc1nn(C)cc1C(=O)Nc1nc2c(C)ccc(Cl)c2s1,-2
O=C(NCCCn1ccnc1)C(=O)Nc1cc2c3c(c1)CC(=O)N3CCC2,-7
O=C(CSc1nccn2nc(-c3ccc(Cl)cc3)cc12)Nc1ccc(F)cc1F,-12
CCOC(=O)Cn1c(=NC(=O)c2cc(Cl)sc2Cl)sc2cccc(F)c21,-13
O=C1NC(=O)c2cc(NC(=O)c3sc4ccccc4c3Cl)ccc21,-7&4
C#CCSc1nc2sc(C(C)=O)c(C)c2c(=O)[nH]1,12
Cc1ccc(C=NNc2nncc(-c3ccccc3)n2)o1,-3
CCn1nccc1C(=O)Nc1nc(C)c(C(C)=O)s1,-1
O=c1sc2ccccc2n1CCOc1ccc2ccccc2c1,-1
O=C(CSc1ccc(-c2ccccc2)nn1)Nc1ccc(F)c([N+](=O)[O-])c1,15
N#Cc1cccc2c1-c1ccccc1C2=NNC(N)=S,15
COc1ccc(C(=O)Cn2c(-c3nnc(C)o3)cc3ccccc32)cc1,-8
Cc1nc(-c2ccccc2NC(=O)C(C)Oc2cccc(C)c2C)cs1 (configuration not stated),5
Cc1ccc(F)cc1NC(=O)CSc1nccn2nc(-c3ccc(Cl)cc3)cc12,-5
Cc1ccc(COc2ccc(C=NNC(=O)CN3CCCCC3)cc2)cc1,6
O=S(=O)(CCl)N1CCCCC1,-5
COc1cccc(C(=O)NCC#CCOc2cccc(C(F)(F)F)c2)c1OC,-24
COC(=O)c1ccc(Cn2cnc3c(cnn3C3CCS(=O)(=O)C3)c2=O)cc1 (configuration not stated),3
O=C1CC2(CCN(C(=O)c3ccco3)C2)Oc2ccccc21 (configuration not stated),6
O=C(Cn1cnc2ccccc2c1=O)NCCn1nc(-c2ccco2)n(C2CC2)c1=O,-9
N#Cc1ccc(COCC2CCN(C(=O)C3c4ccccc4Oc4ccccc43)CC2)cc1,-1
CSc1ncccc1C(=O)NCC1CCN(Cc2ccco2)CC1,-10
O=C(CSc1ccc(F)cc1)NCCn1ccc(-c2ccccn2)n1,-12
Cc1ccc(N2CCN(N=C/C(Cl)=C/c3ccccc3)CC2)cc1,-4
Cc1ccc(C)c(S(=O)(=O)c2nnn3c2nc(N2CCN(c4ccccc4F)CC2)c2sccc23)c1,2
CCc1ccc(-c2ccc(C(=O)O)n2C)cc1,10
CC(=O)c1ccc(Br)cc1,-4
CCOC(=O)c1ccc(NC(=O)c2cnc3n(c2=O)CCS3)cc1,9
COC(CNC(=O)c1ccc(Cl)s1)c1ccco1 (configuration not stated),-2
CC(=O)c1cccc(NS(=O)(=O)c2ccc(Oc3ccccc3Cl)cc2)c1,-19&-1

# Remaining list, next part
SMILES,PriA SSB inh
CC(C)N(CCSc1ccc(NC(=O)C2CC2)nn1)C(C)C,-6
COc1ccc(OCC(=O)Nc2nc(CN3CCc4ccccc4C3)cs2)cc1,9
O=C(Nc1ccnc2ccc(Cl)cc12)c1c[nH]c2ccc(F)cc2c1=O,-13
CC(C)CCOP(=O)(c1ccc(N(C)C)cc1)C(O)c1cccnc1 (configuration not stated),-1
O=C(COc1ccc(Cl)cc1Cl)NN=Cc1ccccn1,-13
CCOC(=O)C1CCCN(C(=O)C2CCc3nn(C)c(=O)cc3C2)C1 (configuration not stated),-10
COc1ccccc1-c1nc(COC(=O)c2nnn(-c3ccc(C)c(C)c3)c2C)c(C)o1,0
CCCOc1ccc(C(CC)=NNC(=O)C2(C)CC2(Br)Br)cc1 (configuration not stated),-8
O=C(NCC(c1ccsc1)N1CCc2ccccc2C1)c1cccc2ccccc12 (configuration not stated),-7
O=C(NCCOc1ccc(-c2ccc(F)cc2)nn1)c1cc(-c2ccc(F)cc2)n[nH]1,-19
C[C@](O)(CNS(=O)(=O)c1ccc(Br)cc1)C1CC1,-8
C[C@](O)(CNC(=O)CSCc1ccccc1)C1CC1,-9
CCCCC1CCC(C(=O)Nc2nnc3n2CCS3)CC1 (configuration not stated),-2
O=C(c1ccc(=O)n(Cc2ccc(F)cc2)n1)N1CCCC1,-3
COC(=O)CS[C@H]1CCN(C(=O)CCc2cccc(Cl)c2)C1,0
O=C(NCc1ccccn1)c1c[nH]c2ccccc2c1=O,1
CC(CN1CCN(c2ccccn2)CC1)C(=O)O (configuration not stated),-6
CCCN1C(=O)C(C)(C)COc2cc(NC(=O)C3CCCO3)ccc21 (configuration not stated),5&20
COc1ccc(C2(C(F)(F)F)N=C3Sc4cc(C)ccc4N3C(=O)N2)cc1 (configuration not stated),4
O=C1NCCc2c(OCc3ccc(Cl)c(Cl)c3)cccc21,28
COc1ccc(-c2cc(N3CCNCC3)ncn2)cc1,10
Cc1nc(C)c(C(=O)N2CCC[C@H](Cc3nc(-c4ccccc4C)no3)C2)s1,-8
Cc1ccc(NC=CC(=O)C(C)(C)C)c(O)c1,11
O=C(CSCc1ccccc1)N1CCC(Oc2ccc(C(F)(F)F)cn2)CC1,-7
Cc1cccc(NC(=O)CC2CCCCN2S(=O)(=O)c2ccc(F)cc2)c1C (configuration not stated),18
COC(=O)CS[C@@H](C)C(=O)Nc1nnc(-c2ccccc2Cl)s1,-16
Cn1cnc(S(=O)(=O)N(CCc2cccs2)C2CC2)c1,3
O=C(COc1ccccc1)Nc1ccc2c(c1)C(=O)NC2=O,-8
N#CCCNN=C(Cc1nc2ccccc2[nH]1)c1cccc(Cl)c1,-5
OCn1c2c(c3ccccc31)CCCC2,20
O=C(CSc1nc2[nH]ncc2c(=O)[nH]1)NCc1ccco1,8
CC(C)(C)OC(=O)N1CCC2(CC1)OC(=O)c1ccccc12,2
CC1Oc2ccccc2OC1C(=O)Nc1cc(N2CCCC2)ncn1 (configuration not stated),0
O=C(Cc1ccsc1)NCC1(O)CCOCC1,-3
C=CCN1C(=O)C(C)(C)COc2cc(NC(=O)Cc3ccc(OCC)cc3)ccc21,22
CCN(CC)CCN(C(=O)c1ccnn1C)c1nc2ccc(OC)cc2s1,6
Cc1noc(C)c1S(=O)(=O)N1CCC(c2nnc(C(C)C)o2)CC1,5
O=C(CS(=O)(=O)c1ccc(Cl)s1)N1CCN(c2ccc(F)cc2)CC1,-15&-7
CCCCCOc1ccc(C(=O)Nc2nc3ccc(Cl)cc3s2)cc1,-22&-4
CCOc1ccc(-c2csc(NC(=O)CSc3ccc(Cl)cc3)n2)cc1,-7
C=C1COC(=O)N1c1ccc(C)cc1,-4
COc1cc(=O)n(-c2ccccc2)nc1C(=O)NC1CCCCC1,-4
Cn1c(=O)c2c(SCC(=O)c3ccc(Cl)cc3)ccnc2n(C)c1=O,-5
CCC(C(=O)Nc1nc(CN2CCc3ccccc3C2)cs1)c1ccccc1 (configuration not stated),9
O=C(CN1C(=O)CCC1=O)Nc1cnn(CC2CCOCC2)c1,-6
O=C(Nc1nc(-c2cc3ccccc3o2)cs1)c1ccc([N+](=O)[O-])s1,4
O=C(NCc1ccccc1Cl)NC1CC(=O)N(c2ccc3c(c2)OCCO3)C1 (configuration not stated),-19
CC(=O)Nc1ccc(S(=O)(=O)Oc2ccc(/C=C3\SC(=N)NC3=O)cc2)cc1,-17
COc1ccc(S(=O)(=O)c2c(C)cc(C)n(CC(=O)Nc3ccc4c(c3)OCCO4)c2=O)cc1,8
CCCCOc1ccc(C(=O)Nc2cccc(-c3cn4c(C)csc4n3)c2)cc1,1
O=C(Nc1ccccc1Br)c1ccc(-n2cncn2)nn1,-17
CCN(CC)CCN(C(=O)c1ccc2c(c1)CCCC2)c1nc2cc3c(cc2s1)OCCO3,68
COc1cc(COCC2CCN(CC(=O)NCc3ccc(F)cc3)CC2)cc(OC)c1,-4
Cc1ccccc1NCC(O)Cn1c2ccccc2c2ccccc21 (configuration not stated),-8
Cn1cccc1C(O)CNC(=O)c1ccccc1S(=O)(=O)C(F)F (configuration not stated),-5
CCOC(=O)NCCC(O)c1ccoc1 (configuration not stated),6
CN(C)S(=O)(=O)N1CCCC(S(=O)(=O)c2ccc(F)cc2)C1 (configuration not stated),6
COc1cc([N+](=O)[O-])ccc1NC(=O)C=C(C)C,0
Cc1onc(-c2ccccc2Cl)c1C(=O)NCCCS(=O)(=O)N1CCN(c2ccccn2)CC1,-12&-12
Cc1cn2nnc(C(=O)Nc3cnccc3C)c2c(=O)[nH]1,-20

# Entries shown so far that contain an aryl methoxy group (18):
SMILES,PriA SSB inh
COc1ccc(N2C(=O)CSC2=NC(=S)Nc2ccccc2)cc1,-13
COc1ccccc1Cc1noc(C2CN(S(=O)(=O)c3ccc(Cl)s3)C2)n1,-25
COc1cccc2cc(C(=O)N(CCn3nc(C)cc3C)c3nc4ccccc4s3)oc12,-19
COc1ccccc1N1CCN(S(=O)(=O)c2ccc(Cl)c(C)c2)CC1,-18
COc1cccc(C=NNC(=S)Nc2cccc(C(=O)O)c2)c1,8
COc1ccc(S(=O)(=O)NCC2CCN(c3nc4ccccc4s3)CC2)c(C)c1,7
COc1nn(C)cc1C(=O)Nc1nc2c(C)ccc(Cl)c2s1,-2
COc1ccc(C(=O)Cn2c(-c3nnc(C)o3)cc3ccccc32)cc1,-8
COc1cccc(C(=O)NCC#CCOc2cccc(C(F)(F)F)c2)c1OC,-24
COc1ccc(OCC(=O)Nc2nc(CN3CCc4ccccc4C3)cs2)cc1,9
COc1ccccc1-c1nc(COC(=O)c2nnn(-c3ccc(C)c(C)c3)c2C)c(C)o1,0
COc1ccc(C2(C(F)(F)F)N=C3Sc4cc(C)ccc4N3C(=O)N2)cc1 (configuration not stated),4
COc1ccc(-c2cc(N3CCNCC3)ncn2)cc1,10
CCN(CC)CCN(C(=O)c1ccnn1C)c1nc2ccc(OC)cc2s1,6
COc1cc(=O)n(-c2ccccc2)nc1C(=O)NC1CCCCC1,-4
COc1ccc(S(=O)(=O)c2c(C)cc(C)n(CC(=O)Nc3ccc4c(c3)OCCO4)c2=O)cc1,8
COc1cc(COCC2CCN(CC(=O)NCc3ccc(F)cc3)CC2)cc(OC)c1,-4
COc1cc([N+](=O)[O-])ccc1NC(=O)C=C(C)C,0
